# High-throughput results as filed in PubChem BioAssay.
# RGS12 GoLoco inh: inhibitors of human Gai1-RGS12 GoLoco interaction (red fluorophore); P63096; Gai1:RGS12 GoLoco peptide FP, rhodamine, 10 min; Potency, µM (titrated, usually from 61.6 µM), inactives show at the top dose activity, negative = inhibition, actives largely listed as inhibitors; actives 0.44% (n = 230,000); active means well fitted inhibition curve with a large enough effect, not every such curve was filed as active; inactive means no such curve, though single readings can be large or run the other way; further: on the % scale 0 is the no-effect control and ±100 the full control effect; nearly all actives have a fitted effect of over 30% in size; many of its hits are not listed in these tables
# Target sequence (P63096 whole entry, looked up): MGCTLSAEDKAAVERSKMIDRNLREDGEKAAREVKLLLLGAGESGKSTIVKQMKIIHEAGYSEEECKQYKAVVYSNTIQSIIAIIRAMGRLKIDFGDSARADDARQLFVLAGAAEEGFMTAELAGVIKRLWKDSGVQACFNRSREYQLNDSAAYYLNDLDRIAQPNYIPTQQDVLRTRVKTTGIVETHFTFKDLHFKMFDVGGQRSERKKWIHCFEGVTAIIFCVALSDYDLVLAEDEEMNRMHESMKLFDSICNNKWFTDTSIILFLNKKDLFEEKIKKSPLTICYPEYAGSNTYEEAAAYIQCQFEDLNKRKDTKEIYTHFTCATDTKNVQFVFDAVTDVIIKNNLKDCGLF
# HTT ATP protect: cytoprotection in Huntington HTT-Q103 PC12 cell model; AID 1471; actives 0.14% (n = 230,000); Potency, µM (titrated, usually from 56.4 µM), inactives show cytoprotection (ATP increase), most hits filed as activators; PC12 HTT-Q103 induced, cytoprotection, ATP luminescence, 40 h;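 further: % of control where 0% means no effect; nearly all actives have a fitted effect of over 45% in size; toxic huntingtin expression switched on by the ecdysone agonist tebufenozide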
#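 PC12 cells with ecdysone-inducible HTT exon 1 Q103-GFP, induced with 100 nM tebufenozide and co-treated with library compounds in a dose series (1536-well, 1500 cells/well). Cytoprotection read as ATP content by ATPlite luminescence.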
# HTT aggregate: inhibitors of mutant huntingtin aggregate formation in PC12 cells. PC12 HttQ103-GFP aggregates, Acumen cytometry, 40 h. Potency, µM (top dose mostly 46.1 µM), without a hit: top-dose activity change, negative = inhibition, hits mostly inhibitors. actives 1.1% (n = 220,000); further: on the % scale 0 is the no-effect control and ±100 the full control effect; nearly all actives have a fitted effect of over 60% in size
#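 Quantitative HTS on tebufenozide-induced (100 nM) PC12 cells stably expressing polyQ103 Huntingtin exon 1–GFP. Reduction of bright GFP aggregates, detected by laser scanning cytometry after lysis, identified actives across the titration.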
# GAA inh: blocks human lysosomal alpha-glucosidase; AID 1466; Potency, µM (doses to about 76.9 µM), without a hit: top-dose activity change, negative = inhibition, usual class: inhibitors; purified human GAA, 4-MU-alpha-glucoside fluorescence; actives 0.005% (n = 200,000); P10253;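 further: plate controls were uninhibited enzyme wells for no effect and no-enzyme background for full effect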
#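 AC50 values come from Hill fits of compound titrations (up to 77 uM) against 4 nM human enzyme. Substrate 4-methylumbelliferyl-alpha-D-pyranoside at 400 uM, pH 5.0 citrate buffer, 20 min room temperature; fluorescence Ex 365/Em 440 after alkaline stop.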
# IMPase Li inh: IMPase inhibition in cells with lithium potentiation | actives 0.35% (n = 210,000) | CHO-M1 cells, IP1 TR-FRET (IP-One), carbachol + lithium | Potency, µM (doses to about 59.4 µM), for inactives: at the top dose activity, negative = IMPase inhibition, most hits filed as inhibitors | AID 1457;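 further: IP1 builds up when IMPase is blocked and the TR-FRET signal falls; plate controls were basal vehicle for no effect and high inhibitor control for full effect; nearly all actives have a fitted effect of over 50% in size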
#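 Steps: plate 2000 CHO-M1 cells per well and culture 16–30 h; add compound and lithium; incubate 30 min, 37C; add d2-IP1 tracer and Eu cryptate anti-IP1 antibody in lysis buffer; read after 10 min at room temperature.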
# GAA glycogen: inhibitors or activators of human alpha-glucosidase glycogen cleavage | Potency, µM (doses to about 76.4 µM), without a hit: at the top dose activity change, negative = inhibition, hits mostly inhibitors | P10253 | actives 0.38% (n = 300,000) | recombinant GAA, glycogen substrate, Amplex Red glucose oxidase fluorescence;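 further: 0% = full enzyme reaction and -100% = no-enzyme basal signal; the screen sought inhibitors and activators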
#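 qHTS, 1536-well; enzyme 4 nM final; cpd up to 77 uM; substrate bovine liver glycogen 30 ug; 50 mM citrate/phosphate pH 5.0, 0.01% Tween-20; 37 C, 40 min; Amplex Red detection 45 min RT; Hill fit → AC50.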
# aGlu spleen mod: lysosomal alpha-glucosidase (human) modulation. actives 0.006% (n = 240,000). AID 2112. human spleen homogenate, 4-MU-alpha-glucoside fluorescence. P10253. Potency, µM (highest dose often 79.9 µM), for inactives: top-dose activity change, negative = inhibition, usual class: inhibitors;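 further: 0% = enzyme with vehicle and -100% = no enzyme basal signal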
#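 Human spleen homogenate (1 ug) incubated with compounds and 1 mM 4-methylumbelliferyl-alpha-D-glucopyranoside in pH 5.0 citrate/phosphate buffer, 37 C, 40 min. Stopped at pH 10; 4-MU fluorescence (Ex 365/Em 440 nm); AC50 by Hill fit.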
# * marks the source's active call; other numbers are inactive results; u = inconclusive; x = no result given; [ ] = another dose, or the depositor's remark. Unless noted, the call rests on the fitted dose curve; in most records, active means well fitted curve in the direction sought with a large enough effect; inconclusive means small, poorly fitted or top-dose-only effect, or another doubt; inactive means no such curve, though single readings can be large; an effect the other way counts as inactive or inconclusive. Potency means the concentration at half of the fitted maximal effect.
# Keys – A = RGS12 GoLoco inh; B = HTT ATP protect; C = HTT aggregate; D = GAA inh; E = IMPase Li inh; F = GAA glycogen; G = aGlu spleen mod
Cc1ccc(SCC(=O)NCCCN2CCOCC2)cc1
  A: 5% | B: 21%[10 µM] | C: -13% | D: -3% | E: 20%[38.3 µM] | F: 2% | G: -8%
CCN(CC)C(=O)c1cc2c(=O)n3cccc(C)c3nc2n1C
  A: 5% | B: -1% | C: -8% | D: u | E: -17%[38.3 µM] | F: -2% | G: 16%
CC(=O)NCC(=O)N(c1c(C)n(C)n(-c2ccccc2)c1=O)C1(C(=O)NC2CCCC2)CCCCC1
  A: 7% | B: 4% | C: -15% | D: 1% | E: 2%[38.3 µM] | F: 4% | G: 3%
Cn1nnnc1SCC(=O)Nc1ccc(Oc2ccccc2)cc1
  A: 9% | B: -10% | C: -23% | D: u | E: 6%[38.3 µM] | F: -1% | G: -2%
CN(C(=O)COC(=O)C1CCN(S(=O)(=O)c2cccs2)CC1)C1CCS(=O)(=O)C1 (stereo not drawn)
  A: 6% | B: -13%[10 µM] | C: 22% | D: -6% | E: 15%[38.3 µM] | F: -2% | G: 0%
ClCC1=Nc2cccc3cccc(c23)N1
  A: -5% | B: 12%[10 µM] | C: -10%[9.22 µM] | D: x | E: x | F: u | G: 0%
Cn1nc(C(C)(C)C)cc1NC(=O)Nc1ccc(F)cc1F
  A: 4% | B: -5%[10 µM] | C: -30%[9.22 µM] | D: x | E: x | F: 8% | G: -10%
COc1ccc(F)cc1C(=O)C1CCCN(C(=O)c2cccc(N(C)C)c2)C1 (stereo not drawn)
  A: 0% | B: -11%[10 µM] | C: -20%[9.22 µM] | D: x | E: 18% | F: -4% | G: 7%
CCc1nnc(NC(=O)c2cccnc2SC)s1
  A: -13% | B: 5% | C: 9% | D: 6% | E: 5% | F: -6% | G: 2%
Cn1nccc1C(=O)c1ccc(Cl)cc1
  A: 3% | B: -6% | C: u | D: -3%[15.4 µM] | E: 8%[38.3 µM] | F: 4% | G: -3%
COc1cccc(OCCN2CCN(c3ncnc4c3cnn4-c3ccccc3)CC2)c1
  A: 14% | B: -62%[inhibitor] | C: u | D: -12% | E: 23%[38.3 µM] | F: -12% | G: -1%
Cc1cccc(C(=O)N2CCN(Cc3ccc4c(c3)OCO4)CC2)c1
  A: 9% | B: -2% | C: -30% | D: -4%[15.4 µM] | E: 3%[38.3 µM] | F: 11% | G: -3%
CC(C)[C@H](NC(=O)c1ccccc1Cl)C(=O)Nc1nc(-c2ccccn2)cs1
  A: 24% | B: -44%[inhibitor] | C: 18% | D: 6% | E: -23% | F: -8% | G: 3%
CC1(C)CC(=O)C([C@H]2C3=C(CC(C)(C)CC3=O)Oc3ccccc32)C(=O)C1
  A: -3% | B: -9% | C: x | D: x | E: 5% | F: x | G: -9%
CCCn1c(SCC(=O)NC2CCCCC2)nnc1-c1ccccn1
  A: 1% | B: -11% | C: 7% | D: 3% | E: 9% | F: 3% | G: 3%
CCn1c(SCC(=O)N2CCOCC2)nnc1-c1cccs1
  A: -6% | B: 7% | C: 18% | D: 0% | E: 8%[38.3 µM] | F: -7% | G: 3%
CN(C)C(=O)c1ccc(-c2n[nH]c(=O)c3ccccc23)cc1
  A: 4% | B: 7%[10 µM] | C: -20%[9.22 µM] | D: 0% | E: 4% | F: 15% | G: -2%
COc1ccc(CNC(=O)COC(=O)Cc2ccsc2)cc1
  A: 3% | B: 14%[10 µM] | C: 9%[9.22 µM] | D: -6% | E: 10% | F: 29% | G: -1%
CCOC(=O)C1CCN(C(c2cccs2)c2sc3nc(C)nn3c2O)CC1 (stereo not drawn)
  A: 8% | B: 13%[10 µM] | C: -4% | D: -2% | E: 21%[38.3 µM] | F: 3% | G: -5%
CCCOC(=O)/C(=C\C=C\c1ccccc1)NC(=O)c1ccccc1
  A: 4% | B: 13%[10 µM] | C: -12%[9.22 µM] | D: 0% | E: 12% | F: -4% | G: 2%
CCOC(=O)CSc1nc(C2CC2)cc(-c2ccc(F)cc2)c1C#N
  A: 5% | B: -48%[inhibitor][10 µM] | C: u | D: 1% | E: 15%[38.3 µM] | F: 0% | G: 3%
CCCCNC(=O)Nc1ccnn1C1CCCCC1
  A: -8% | B: -1%[0.074 µM] | C: -30% | D: -13% | E: 0%[38.3 µM] | F: -3% | G: -5%
CCn1cc([N+](=O)[O-])c(C(=O)N2CCCC2)n1
  A: 3% | B: -6% | C: -5% | D: -9% | E: 21%[38.3 µM] | F: -9% | G: -2%
O=C(NCC(=O)N1CC(O)CC1C(=O)N1CCCC1C(=O)OCc1ccccc1)OCc1ccccc1 (stereo not drawn)
  A: 7% | B: -33% | C: -18% | D: -3% | E: 2% | F: 3% | G: -3%
COc1ccc(/C=C/C(=O)OCC(=O)Nc2ccc(C)cc2)cc1S(=O)(=O)N1CCOCC1
  A: -41% | B: 6%[0.074 µM] | C: 11% | D: -2% | E: 3% | F: -9% | G: -1%
CC(=O)OCc1nc2sc3c(c2c(=O)[nH]1)CCCC3
  A: -8% | B: -6%[10 µM] | C: -2% | D: 1% | E: 2% | F: -1% | G: -4%
Cc1oc(-c2cccc(Cl)c2)nc1CN1CCCC(C(=O)NC(C)c2ccc3c(c2)OCCO3)C1 (stereo not drawn)
  A: 15% | B: -15% | C: -22%[9.22 µM] | D: -11% | E: 17%[38.3 µM] | F: 8% | G: 0%
CCN(CC)c1ccc(/C=N/N=C(N)N)c(O)c1
  A: 45%[activator] | B: -73%[inhibitor][10 µM] | C: 0.71µM* | D: u | E: 33%[activator] | F: u | G: 8%
O=S(=O)(c1ccc(F)cc1)n1ccc2cccnc21
  A: 6% | B: 0%[10 µM] | C: -3% | D: -3% | E: 5% | F: 0% | G: 2%
Cc1c(CCOC(=O)c2ccc([N+](=O)[O-])cc2)sc[n+]1CC(=O)c1ccccc1
  A: -2% | B: -23% | C: 16% | D: -1% | E: 14% | F: 2% | G: 4%
CC(C)C(O)(C#CCN1CCCCC1)C(C)C
  A: x | B: 7%[10 µM] | C: 1% | D: 5% | E: x | F: 6% | G: -2%
CN1CCN(c2ccc([N+](=O)[O-])cc2C(=O)c2ccc(Br)cc2)CC1
  A: 10% | B: -66%[inhibitor] | C: 3% | D: -2% | E: 0%[38.3 µM] | F: 2% | G: 8%
O=C(Sc1cccc2cccnc12)c1ccc(F)cc1
  A: 0% | B: 19%[10 µM] | C: 10µM* | D: -3% | E: 4% | F: -7% | G: -3%
CC1(O)C(=O)C=C2C=C(C3CC3)OC=C2C1=O (stereo not drawn)
  A: 5% | B: -31%[inhibitor] | C: x | D: x | E: 10% | F: x | G: 0%
OCCC1CN(Cc2cnn(-c3ccccc3Cl)c2)CCN1Cc1ccsc1 (stereo not drawn)
  A: -6% | B: x | C: x | D: 4% | E: 9% | F: -3% | G: -1%
Cn1c(SCC(=O)Nc2nc(C(C)(C)C)cs2)nnc1C1CC1
  A: 9% | B: 6%[10 µM] | C: 17%[9.22 µM] | D: 3% | E: 7% | F: -4% | G: 3%
Cc1ccc(-c2nnc(N(C)C(=O)c3ccncc3)s2)cn1
  A: 4% | B: -25%[10 µM] | C: -4% | D: -2% | E: -5%[38.3 µM] | F: 8% | G: -2%
CCOC(=O)C1=C(C)Nc2nc(SCc3cccnc3)nn2C1c1ccc(OC)cc1 (stereo not drawn)
  A: 2% | B: -2% | C: 8% | D: 1%[15.4 µM] | E: 7%[38.3 µM] | F: -2% | G: 2%
CCN(CC)C(=O)CSc1nc(N)c(C#N)c(-c2cccs2)c1C#N
  A: 7% | B: -13%[10 µM] | C: -21% | D: 11% | E: -30% | F: 6% | G: 2%
CCc1ccc(NC2=NCC(=O)N2c2ccc3c(c2)OCCO3)cc1
  A: 6% | B: -10%[10 µM] | C: 3% | D: 1% | E: 2% | F: 4% | G: 3%

# Full records as entered above:
# `OCCC1CN(Cc2cnn(-c3ccccc3Cl)c2)CCN1Cc1ccsc1` (stereo not drawn) is entered as RGS12 GoLoco inh: -6%; HTT ATP protect: x; HTT aggregate: x; GAA inh: 4%; IMPase Li inh: 9%; GAA glycogen: -3%; aGlu spleen mod: -1%
# `CCc1ccc(NC2=NCC(=O)N2c2ccc3c(c2)OCCO3)cc1` is entered as RGS12 GoLoco inh: 6%; HTT ATP protect: -10%[10 µM]; HTT aggregate: 3%; GAA inh: 1%; IMPase Li inh: 2%; GAA glycogen: 4%; aGlu spleen mod: 3%

# Further structures
# Keys – A = RGS12 GoLoco inh; B = HTT ATP protect; C = HTT aggregate; D = GAA inh; E = IMPase Li inh; F = GAA glycogen; G = aGlu spleen mod
Nc1ccc(-n2nnnc2-c2ccco2)cc1
  A: -1% | B: -5%[10 µM] | C: 4% | D: u | E: -12%[38.3 µM] | F: 3% | G: -6%
COc1ccc(Cl)cc1C(=O)NNC(=O)CCNC(C)=O
  A: 8% | B: -5% | C: 12% | D: 1% | E: 1% | F: 7% | G: 4%
O=C(Oc1cccc(NC2=NS(=O)(=O)c3ccccc32)c1)c1cccnc1
  A: 3% | B: 3%[10 µM] | C: 4%[9.22 µM] | D: u | E: -1% | F: -2% | G: 2%
Cc1nn(-c2nc3ccccc3s2)c(N)c1-c1ccccc1
  A: -27% | B: 5% | C: 7% | D: -16% | E: 41%[activator][38.3 µM] | F: 2% | G: -10%
Cn1c(N)c(C(=O)COC(=O)c2cccnc2Cl)c(=O)n(C)c1=O
  A: 2% | B: -21% | C: -8% | D: -10% | E: -7% | F: 6% | G: 5%
O=C(CCCN1C(=O)c2ccccc2C1=O)NCc1cccnc1
  A: 6% | B: -1% | C: 7% | D: -3% | E: -1%[38.3 µM] | F: 5% | G: -2%
Nc1nc(SCc2ccccc2Cl)cc(C(=O)O)n1
  A: -2%[14.2 µM] | B: 18%[10 µM] | C: x | D: x | E: 1% | F: x | G: x
Cc1ccc(S(=O)(=O)N2CCN(Cc3cc(C(C)C)ccc3O)CC2)cc1
  A: 9% | B: -25% | C: u | D: -20% | E: 19%[38.3 µM] | F: -19% | G: -7%
Cc1ccc(C(=O)OCC(=O)Nc2c(C)n(C)n(-c3ccccc3)c2=O)cc1[N+](=O)[O-]
  A: 6% | B: -47%[inhibitor] | C: 22% | D: 5% | E: 1% | F: -2% | G: 0%
CC(C)C(NC(=O)c1ccc(F)cc1)C(=O)OCC(=O)N1CC(=O)Nc2ccccc21 (stereo not drawn)
  A: 0% | B: x | C: -10% | D: 7% | E: 1% | F: -1% | G: -10%

# Some of the compounds tested; the hit share may differ from the screen's.
